# Rv3671c inh = Rv3671c serine protease inhibitors, primary screen, biochemical, fluorescence polarization, M. tuberculosis H37Rv. inhibition, % at 5.96 µM. actives 0.048% (n = 320,000); in the data active = inhibition above about 38%;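 note: extracellular domain of Rv3671c used as enzyme; 0% = enzyme with DMSO and 100% = no enzyme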
# BH1578 lux ind = inducers of Vibrio cholerae quorum light production without autoinducers, primary screen, BH1578 luxS cqsA deficient, single point | V. cholerae BH1578 lux reporter, luminescence, 6 h | activation, % at 18.7 µM | actives 0.16% (n = 350,000) | AID 588436, 2011; in the data active = activation mostly above about 9.7%, no sharp cut-off; inconclusive = no clear call, values can overlap the other calls; inactive = mostly below about 3.7%; note: not every result past the cut was called active; inactives centre near 0; reference of the scale not given here
# MazEF act = activators of E. coli MazEF toxin-antitoxin RNase, primary screen, biochemical, fluorescence, uHTS | Endoribonuclease toxin MazF (Escherichia coli (strain K12)), P0AE70 | FAM/BHQ RNA-DNA oligo cleavage fluorescence, 5 h | activation, % at 20 µM | actives 0.32% (n = 350,000) | AID 504720, 2011; in the data active = activation above about 50%
# TcdB GH inh = TcdB glycohydrolase inhibitors, primary screen, biochemical, single point, plate reader. Toxin B (Clostridioides difficile), P18177. TcdB glycohydrolase enzymatic assay. inhibition, % at 9.99 µM. actives 0.24% (n = 350,000). AID 652162, 2013; in the data active = inhibition above about 10%
# PfHsp40 rescue = rescue of yeast from PfHsp40 toxicity, primary screen, S. cerevisiae, ATP luminescence. S. cerevisiae expressing PfHsp40, growth rescue. growth rescue, % at 12.5 µM. actives 0.68% (n = 340,000); in the data active = growth rescue above about 28%, passing the limit was not always enough; inconclusive = no clear call, values can overlap the other calls;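 note: yeast W303a lacking pdr1 and pdr3 grown in galactose medium; growth measured after three days at 30 °C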
# Anthrax LF inh2 = Bacillus anthracis LF protease inhibitors, primary screen, biochemical, multiplex microsphere, MLPCN library; Lethal factor (Bacillus anthracis), P15917; multiplex microsphere protease cleavage assay; inhibition, % at 10 µM; actives 0.12% (n = 360,000); in the data active = inhibition above about 30%; inconclusive = no clear call, values can overlap the other calls; note: plate controls were buffer without enzyme for full effect and enzyme alone for no effect
# Target sequence (P15917 whole entry, looked up): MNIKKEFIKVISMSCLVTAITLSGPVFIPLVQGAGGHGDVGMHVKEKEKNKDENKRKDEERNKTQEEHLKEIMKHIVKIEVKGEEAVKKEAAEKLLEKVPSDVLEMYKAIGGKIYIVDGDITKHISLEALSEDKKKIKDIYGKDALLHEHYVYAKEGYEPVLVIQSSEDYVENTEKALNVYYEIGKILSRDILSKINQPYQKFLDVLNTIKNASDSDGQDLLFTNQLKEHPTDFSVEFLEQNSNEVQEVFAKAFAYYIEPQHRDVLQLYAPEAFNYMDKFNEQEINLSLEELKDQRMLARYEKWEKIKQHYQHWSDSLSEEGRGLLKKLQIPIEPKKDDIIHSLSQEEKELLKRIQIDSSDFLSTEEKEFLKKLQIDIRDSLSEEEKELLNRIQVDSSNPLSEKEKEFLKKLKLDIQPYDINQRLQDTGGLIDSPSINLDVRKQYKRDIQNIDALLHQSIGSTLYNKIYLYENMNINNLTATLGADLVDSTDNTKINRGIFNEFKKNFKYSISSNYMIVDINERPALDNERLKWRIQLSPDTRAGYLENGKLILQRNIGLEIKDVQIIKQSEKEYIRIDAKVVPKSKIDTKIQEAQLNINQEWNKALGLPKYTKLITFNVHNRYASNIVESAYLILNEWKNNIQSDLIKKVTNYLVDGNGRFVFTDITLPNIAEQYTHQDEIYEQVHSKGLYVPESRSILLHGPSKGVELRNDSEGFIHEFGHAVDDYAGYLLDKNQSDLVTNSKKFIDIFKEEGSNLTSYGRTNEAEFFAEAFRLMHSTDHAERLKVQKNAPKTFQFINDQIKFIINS
# Yp Topo-I inh = Yersinia pestis topoisomerase I inhibitors, primary screen, biochemical, cleavage product accumulation, plate reader, single point; DNA topoisomerase I (Yersinia pestis CO92); Y. pestis Topo-I cleavage product accumulation; activity, % at 10 µM; actives 0.064% (n = 360,000); AID 504884, 2011; in the data active = activity above about 50%, passing the limit was not always enough; inconclusive = no clear call, values can overlap the other calls; note: inactives centre near 2
# SSB-PriA inh = inhibitors of Klebsiella pneumoniae PriA binding to SSB C-terminal tail, primary screen, biochemical, AlphaScreen. PriA–SSB C-terminal tail interaction (Klebsiella pneumoniae). AlphaScreen SSBct-PriA binding, biotinylated peptide. inhibition, % at 33 µM. actives 0.6% (n = 430,000). AID 1272365, 2023; in the data active = inhibition mostly above about 37%, no sharp cut-off; inactive = mostly below about 20%;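 note: plate controls were negative control peptide for no effect and reference peptide for full effect; strong numbers were not always called active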
# 3CLpro inhibitor = SARS-CoV 3CLpro protease inhibitors, primary screen, biochemical, quenched FRET | inhibition, % at 6 µM | Replicase polyprotein 1ab (Severe acute respiratory syndrome coronavirus), P0C6X7 | actives 0.14% (n = 290,000) | recombinant SARS-CoV 3CLpro, quenched FRET peptide cleavage | AID 1706, 2009; in the data active = inhibition above about 12%
# VHR inh abs = VHR1 phosphatase inhibitors, primary screen, biochemical, absorbance, uHTS. Dual specificity protein phosphatase 3 (Homo sapiens), P51452. actives 0.52% (n = 290,000). inhibition, % at 13.3 µM. AID 1654, 2009. recombinant VHR phosphatase, pNPP absorbance; in the data active = inhibition above about 50%; note: some compounds called inactive have numbers as strong as hits
# Target sequence (P51452 whole entry, looked up): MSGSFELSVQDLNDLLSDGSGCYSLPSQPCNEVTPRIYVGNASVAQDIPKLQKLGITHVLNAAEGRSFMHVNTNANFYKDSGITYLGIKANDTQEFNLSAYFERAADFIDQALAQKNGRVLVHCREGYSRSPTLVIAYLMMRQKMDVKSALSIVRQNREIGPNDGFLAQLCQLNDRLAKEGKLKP
# * = called active by the depositor; i = inactive; ? = inconclusive; · = not tested or not shown; & = joins results of further samples.
SMILES,Rv3671c inh,BH1578 lux ind,MazEF act,TcdB GH inh,PfHsp40 rescue,Anthrax LF inh2,Yp Topo-I inh,SSB-PriA inh,3CLpro inhibitor,VHR inh abs
Cc1cc(OCCCN2CCN(Cc3ccccc3)CC2)ccc1[N+](=O)[O-],5,-0.8,1,2.7,1.6,-3,7,16,-6,31
Cc1nnc2sc(SCC(=O)Nc3nccs3)nn2c1=O,2,-0.2,-5,·,0.4,2,-7,-15&-4&-10,-2,3
O=C(Nc1ccccc1C(=O)NCC1CCCO1)c1ccccc1F (stereo not drawn),-2,1.0,5,0.1,-1.3,0,-6,-2,5,-2
CC(=O)CSc1ccc(-c2nc3cc(C)c(C)cc3[nH]2)cn1,0,-0.4,6,2.0,0.0,9,8,5,3,39
CC(=O)c1ccc(S(=O)(=O)NCCc2cn3ccc(C)cc3n2)cc1,4,-1.4,2,0.5,0.4,-1,-1,-10,-6,10
O=C(CC(c1ccccc1)c1ccccc1)NCCO,1,4.9,0,·,-1.4,-3,2,-13,-3,18
CC(C)Cn1c(CCCNC(=O)c2ccco2)nc2ccccc21,-2,i,2,0.8,-0.5,-1,-8,-9,-3,-20
Fc1ccc(COc2ccccc2-c2ccnc3ncnn23)cc1,-7,-0.6,7,0.7,0.0,0,2,-1,3,6
COc1cc(C2CC(=O)Nc3ccccc3S2)cc(OC)c1OC (stereo not drawn),4,-0.4,2,0.9,1.8,7,8,10,3,10
C=CCOc1ccccc1/C=N/n1nnnc1N,-5,i,4,1.9,-0.1,6,-10,·,3,2
CC(=O)Nc1ccc(-c2ccnc3c2CC(C)(C(=O)Nc2ccc(Cl)cc2)O3)cc1 (stereo not drawn),·,-0.2,·,1.4,·,0,-4,·,·,·
O=C(Nc1ccc(-c2noc(COc3ccccc3Cl)n2)cc1)c1ccco1,-24,-0.7,2,·,0.6,1,-7,0,3,14
C/C(CC(=O)Nc1cc(Cl)ccc1Cl)=N\NC(=O)c1ccccc1Br,-30,-0.4,6,1.0,-1.6,-3,-15,·,-1,22
O=C(CSc1ccc2c(c1)OCCO2)Nc1cccc(S(=O)(=O)N2CCCCC2)c1,-14,i,7,·,-1.6,-2,5,1,2,-7
COc1ccc(C(=O)Nc2c3c(nn2-c2ccc([N+](=O)[O-])cc2)CS(=O)(=O)C3)cc1,-2,-0.2,9,0.8,1.1,-3,-10,-4,-1,3
O=C(NC(=S)Nc1ccccc1N1CCOCC1)c1ccccc1F,-4,i,2,0.7,1.8,0,14,-4,0,9
CC(C)c1ccccc1N=C1SCCN1C1CCS(=O)(=O)C1 (stereo not drawn),15,2.8,-1,·,0.0,2,-2,-13,0,26
CC[n+]1c(/C=C/N(C)c2ccccc2)n(-c2ccccc2)c2ccc(-c3nc4ccccc4s3)cc21,-5,i,68*,·,?,8,10,14,-48,4
CS(=O)(=O)c1ccc(C2=C(CNC(=O)c3cccnc3)[C@H]3CC[C@@H](C2)N3Cc2ccccc2)cc1,·,i,4,0.7,·,3,0,·,·,·
Nc1nc(SCC(=O)Nc2cccc(S(=O)(=O)N3CCCCCC3)c2)n[nH]1,-3,-2.8,-1,-0.6,0.1,-8,5,0,-2,-2
CCOc1ccc2c(c1)C(NC(C)=O)C(=O)N2CCN1CCOCC1 (stereo not drawn),·,i,4,1.8,-3.9,-4,2,-9,12,-15
Cc1c(C(=O)Nc2cnccn2)oc2ccccc12,-6,i,-3,1.5,-1.2,-4,2,-9,-4,-6
O=[N+]([O-])c1cc(S(=O)(=O)Nc2ccccc2)ccc1NCc1ccccc1,-23,-0.6,-4,0.6,1.5,-3,1,13,2,26
COc1ccc(N2C(=O)CC(N3CCN(c4ccccc4)CC3)C2=O)cc1 (stereo not drawn),-7,-2.0,6,0.2,0.3,1,10,-18,3,26
O=C(COC(=O)c1cncc(Br)c1)NCc1ccccc1,-1,1.0,0,1.0,-1.5,1,4,-2,3,44
# Continuation:
SMILES,Rv3671c inh,BH1578 lux ind,MazEF act,TcdB GH inh,PfHsp40 rescue,Anthrax LF inh2,Yp Topo-I inh,SSB-PriA inh,3CLpro inhibitor,VHR inh abs
Cc1cc(C)n(C(C)CC(=O)Nc2ccc3c(c2)OCO3)n1 (stereo not drawn),7,i,4,1.2,-0.7,-2,-2,13,0,3
COc1ccc(CCNCC(O)COc2c(C)cccc2C)cc1OC (stereo not drawn),·,i,1,0.7,-0.8,9,4,9,-2,34
CCOC(=O)C1=CC[C@H]2c3c(c4ccc(OC)cc4n3C)C(=O)C1N2S(=O)(=O)c1ccc(C)cc1,9,0.4,1,1.4,2.0,-2,-10,-3,·,·
Cc1cc(C)cc(SCc2noc(C(=O)NCC3CCCO3)c2C(=O)O)c1 (stereo not drawn),-6,-0.7,6,-1.6,-1.2,0,9,-1,5,4
COc1cc(NC(=O)Nc2ccc3c(c2)OCO3)cc(OC)c1OC,7,-5.6,5,1.0,0.4,-4,2,-10,0,11
COc1ccc(C2C(C(=O)c3cccs3)=C(O)C(=O)N2c2nnc(C)s2)cc1OC (stereo not drawn),3,i,69*,·,0.4,7,2,-8,-1,30
CC(NC(=O)N1CC1(C)C)c1ccccc1 (stereo not drawn),·,-1.7,16,0.8,-1.3,-2,-3,-13,·,·
O=C(NCCc1ccccc1Cl)C1CC(=O)N(C2CCCCC2)C1 (stereo not drawn),0,-0.3,-1,0.4,0.0,1,-1,-1,-4,-14
Cc1cc(NC(=O)COC(=O)c2c(C)nn(Cc3ccccc3Cl)c2Cl)no1,-1,-0.2,7,·,1.3,-7,-13,-4,-3,-8
COc1ccc(Cl)cc1NC(=O)COC(=O)CNC(=O)C1CCCCC1,3,-0.4,-11,-0.4,-0.9,-9,1,-3,·,·
CCN(C1CCS(=O)(=O)C1)S(=O)(=O)c1ccc2ccccc2c1 (stereo not drawn),6,i,-2,0.1,-0.8,1,-6,-12,·,·
Cc1ccsc1C(=O)N1CCCC(C(=O)c2cc(F)ccc2F)C1 (stereo not drawn),-1,i,-11,0.7,-0.8,5,-4,-15,4,28
Cc1cc(NC(=O)c2cc3ccccc3o2)ccc1NC(=O)c1ccccc1,-2,i,15,2.3,3.6,-8,6,-6,-2,9
COc1ccccc1C(=O)NCCc1nc2ccccc2[nH]1,-2,3.4,6,·,0.8,-6,-9,-8,-2,15
COc1cccc(CN2CCN(Cc3ccc(O)cc3)CC2CCO)c1 (stereo not drawn),1,-0.3,2,2.0,1.2,-2,2,4,0,-14
COc1cc2[nH]ccc(=O)c2cc1OC,-6,-1.2,2,-9.9,-0.5,2,-3,-5,-8,1
O=C(NC1CCCCC1)N1CCCC(c2nc3ccccc3[nH]2)C1 (stereo not drawn),-5,-2.4,-7,·,-0.4,-17,-3,-3,4,24
COc1ccc(NC(=O)COC(=O)c2cc(=O)c3ccccc3o2)cc1OC,3,i,4,1.0,5.0,0,-1,-9,·,·
Cc1ccc(Cn2ncc3c(N4CCCC4)ncnc32)cc1,0,i,-3,·,-1.0,-1,8,-5,-1,-4
COc1ccccc1C(=O)n1nc(-c2ccco2)nc1N,31,-11,1,·,-0.1,-2,0,8,1,11
O=C(NCCc1ccccc1)c1ccc(-c2ccccc2Cl)o1,-147,i,3,0.7,4.7,-14,35,-29,2,0
O=C1c2cccnc2C(=O)N1Cc1ccc(Cl)cc1,-2,i,0,·,0.0,7,0,-3,1,30
COc1ccc(NS(=O)(=O)c2cc(NC(=O)c3ccc(=O)[nH]n3)ccc2N2CCOCC2)cc1,-4,0.8,8,0.5,0.6,-15,1,1,·,·
C/C(N)=C(/C#N)C(=O)CSc1n[nH]c(-c2cccs2)n1,5,-1.1,-5,2.4,0.1,3,-7,-1,-4,9
Cc1cc(C(C#N)c2ccc(Cl)cc2)c(Cl)cc1NC(=O)c1cc(I)cc(I)c1O (stereo not drawn),-2,2.8,-26,0.0,0.4,-20,-12,14,·,·
# Additional compounds.
SMILES,Rv3671c inh,BH1578 lux ind,MazEF act,TcdB GH inh,PfHsp40 rescue,Anthrax LF inh2,Yp Topo-I inh,SSB-PriA inh,3CLpro inhibitor,VHR inh abs
O=C1CCc2cc(S(=O)(=O)Nc3ccc(C(F)(F)F)cc3)cc3c2N1CC3,-6,i,-5,2.7,1.5,0,-7,-12,·,·
CC(C)CC(NC(=O)C1CCC(C)CC1)C(=O)Nc1cccnc1 (stereo not drawn),-2,7.5,4,·,0.6,-1,-3,4,7,24
Cc1cccn2c(=O)c(C(=O)NCCCN3CC(C)CC(C)C3)c(O)nc12 (stereo not drawn),-2,0.0,7,0.1,0.7,-3,-2,-14,·,·
O=C(Nc1cccc(Cl)c1)c1cc(-c2ccco2)on1,-9,-0.1,6,0.8,-1.3,-3,-8,-3,3,1
Cn1c(=O)c2c(nc(CN3CCc4ccccc4C3)n2CC(=O)c2ccccc2)n(C)c1=O,-11,-0.4,1,1.3,0.6,0,32,-4,-3,·
O=C(NC(=S)Nc1cccc([N+](=O)[O-])c1)C1CCCCC1,-7,i,-6,0.4,-0.5,-2,4,3,0,-14
COc1ccc(C(=O)N2CCCC(Nc3ccc(C)c(C)c3)C2)cc1 (stereo not drawn),-1,i,0,1.6,0.0,5,6,2,5,30
CC(=O)Nc1ccc(S(=O)(=O)N(C)Cc2cnn(C)c2)cc1,1,i,5,0.9,-0.5,3,0,-16,0,18
COc1ccc(OC)c(/C=C/C(=O)OCC(=O)NCc2ccco2)c1,-10,i,3,-2.0,-0.8,7,-1,-2,·,·
Cn1cccc1Cc1nnc(SCC(=O)N2CCN(c3ccccc3)CC2)n1-c1ccc(F)cc1,3,i,14,·,0.4,-2,17,19,4,14
COCc1ccccc1C1=CC(=O)C[C@H](c2ccc(OC)cc2)C1,-3,-0.3,2,0.6,0.0,1,-8,-22,·,·
COc1ccc(/C=N/NC(=O)CCc2c(C)n[nH]c2C)cc1O,-5,·,3,·,1.2,-10,0,·,3,6
CCOC(=O)c1c(C)[nH]c(C)c1-c1ccccc1OC,4,5.0,-7,·,-0.5,-1,4,18,-4,13
COc1ccccc1C(CC(=O)Nc1nccs1)c1ccco1 (stereo not drawn),-1,-1.4,-2,·,-1.1,1,0,-7,-1,22
COC(C[C@H]1O[C@H]1[C@@H](O)[C@H](C)OCc1ccccc1)OC,·,-1.5,3,2.5,-0.2,5,-2,-10,·,22
Clc1ccc(OCCn2cnc(Cl)c2Cl)cc1,-4,i,-1,2.2,12,7,21,43*,-1,8

# Grouped by structure, the entries above containing a cyano group (two)
SMILES,Rv3671c inh,BH1578 lux ind,MazEF act,TcdB GH inh,PfHsp40 rescue,Anthrax LF inh2,Yp Topo-I inh,SSB-PriA inh,3CLpro inhibitor,VHR inh abs
C/C(N)=C(/C#N)C(=O)CSc1n[nH]c(-c2cccs2)n1,5,-1.1,-5,2.4,0.1,3,-7,-1,-4,9
Cc1cc(C(C#N)c2ccc(Cl)cc2)c(Cl)cc1NC(=O)c1cc(I)cc(I)c1O (stereo not drawn),-2,2.8,-26,0.0,0.4,-20,-12,14,·,·

# Not all compounds are listed (hit frequency here may not be typical).
